# PABP1 MLLE inh: inhibitors of microRNA-mediated deadenylation, human PABP1 MLLE binding; AID 588489; GST-MLLE / FITC-PAM2 fluorescence polarization; hit rate 0.36% among 360,000; P11940; inhibition, % at 20 µM; in the data active means inhibition above about 35%, passing the limit was not always enough;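 further: plate controls were DMSO wells with GST-MLLE for no effect and wells lacking GST-MLLE protein for full effect; some results filed as inactive read as strong as hits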
# Target sequence (P11940 whole entry, looked up): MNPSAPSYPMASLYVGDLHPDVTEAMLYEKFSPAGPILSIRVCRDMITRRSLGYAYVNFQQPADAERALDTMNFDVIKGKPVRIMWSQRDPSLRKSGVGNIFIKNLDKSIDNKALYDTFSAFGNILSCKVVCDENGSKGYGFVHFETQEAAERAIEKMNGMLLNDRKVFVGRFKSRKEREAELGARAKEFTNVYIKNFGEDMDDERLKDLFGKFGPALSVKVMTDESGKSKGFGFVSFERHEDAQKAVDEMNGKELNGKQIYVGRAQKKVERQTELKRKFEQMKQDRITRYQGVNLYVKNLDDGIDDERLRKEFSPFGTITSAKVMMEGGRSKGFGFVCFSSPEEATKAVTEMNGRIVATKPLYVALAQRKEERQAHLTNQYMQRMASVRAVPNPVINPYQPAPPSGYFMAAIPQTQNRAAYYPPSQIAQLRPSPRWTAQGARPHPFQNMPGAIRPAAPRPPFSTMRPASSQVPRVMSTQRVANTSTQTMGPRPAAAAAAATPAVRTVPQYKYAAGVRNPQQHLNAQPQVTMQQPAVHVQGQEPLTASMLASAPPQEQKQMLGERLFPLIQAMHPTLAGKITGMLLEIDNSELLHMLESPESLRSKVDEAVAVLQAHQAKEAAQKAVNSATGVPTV
# MT1-MMP act inh: MT1-MMP (human) activation inhibition; P50281; HT1080 RFP-PRO-GFP cells, GFP/RFP ratio fluorescence, overnight; percent of plate control window, DMSO zero; GFP/RFP ratio change, % at 20 µM; hit rate 0.061% among 360,000; AID 651647;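 active means GFP/RFP ratio change of at least 30% with cell ATP level not reduced by more than half and red fluorescence within 50% of control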; further: strong numbers were not always called active
#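 Read-out: GFP/RFP fluorescence ratio; Test system: RFP-PRO-GFP reporter HT1080 cells; Compound dosing: single-point 20 µM compound, 1% DMSO; Times: overnight compound exposure at 37 °C.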
# FAS-TE inh: FAS thioesterase (human) inhibition. recombinant FAS-TE, OMFH fluorogenic substrate, fluorescence endpoint. inhibition, % at 15 µM. hit rate 0.67% among 360,000. AID 602261;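 active means compounds whose normalised, plate-corrected inhibition of enzyme fluorescence in the single-dose primary screen is 50% or more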;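 further: 0% = DMSO with enzyme and 100% = substrate without enzyme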
# MsrA inh: bovine MsrA inhibition; hit rate 0.75% among 360,000; inhibition, % at 15.5 µM; purified bovine MsrA, absorbance read-out; in the data active means inhibition above about 4.5%;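 further: 0% = vehicle wells with enzyme and 100% = reference inhibitor wells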
# Tb MetRS inh: blocks T. brucei methionyl-tRNA synthetase activity; inhibition, % at 11.9 µM; hit rate 0.4% among 360,000; purified T. brucei MetRS, ATP depletion, Kinase-Glo luminescence;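 active means inhibition above a per-plate cutoff of the control wells' mean inhibition plus 3 SD, cut at about 5.5% in these data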;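 further: 0% = DMSO wells median and 100% = median of wells with control inhibitor compound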
#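 Material – parasite MetRS enzyme · Medium – HEPES-MgCl2-KCl buffer plus DTT, spermine, BSA, pyrophosphatase · Reagent – ATP, methionine and E. coli bulk tRNA substrates · Times – 15 min enzyme-compound preincubation, 2 h reaction, 10 min detection, 25 °C · Measured by – luminescence of leftover ATP · Evaluation – percent inhibition relative to median high and low control wells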
# E coli Lon inh: inhibits E. coli Lon protease; P0A9M0; purified E. coli Lon protease, fluorescence polarization; inhibition, % at 7.94 µM; hit rate 0.42% among 360,000; in the data active means inhibition above about 13%, passing the limit was not always enough;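 further: 0% = enzyme with probe and DMSO and 100% = no enzyme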
# bovine MsrA act: bovine methionine sulfoxide reductase A activation; activation, % at 10.6 µM; hit rate 0.3% among 360,000; purified bovine MsrA, absorbance read-out; in the data active means activation above about 7.5%;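 further: 0% = vehicle and 100% = reference activator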
# CendR NRP1 mod: modulators of CendR peptide binding to human neuropilin-1; AID 602438; O14786; FAM-RPARPAR peptide binding to NRP-1, fluorescence polarization; inhibition, % at 25 µM; hit rate 0.85% among 360,000;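 active means inhibition or corrected inhibition above about 18%, plus a signal ratio from 0.5 to 1.5, limit read from the data, passing the limit was not always enough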; further: strong numbers were not always called active
# SKN-1 inh: blocks SKN-1 activity in C. elegans; C. elegans VP596 Pgst-4::GFP/RFP ratio, acrylamide-induced, 24 h; inhibition, % at 21.8 µM; hit rate 0.49% among 360,000; AID 624304;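 active means interference check ratio from 0.5 to 1.5 plus GFP to RFP signal ratio inhibition reaching or exceeding a fixed threshold, cut at about 30% in these data, passing the limit was not always enough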; further: some compounds called inactive have numbers as strong as hits
# The depositor's hits bear a star; / = not tested or not shown.
SMILES,PABP1 MLLE inh,MT1-MMP act inh,FAS-TE inh,MsrA inh,Tb MetRS inh,E coli Lon inh,bovine MsrA act,CendR NRP1 mod,SKN-1 inh
CN1c2ccsc2/C(=N/NC(=O)c2c(F)cccc2F)CS1(=O)=O,-14,-10,-6,2.6,-0.6,-7,-4,0,-28
O=C(O)CC1(CC(=O)Nc2ccc(Cl)cc2C(=O)c2ccccc2)CCCC1,0,2,-4,-0.1,0.0,-4,-1,2,-9
Cc1noc(C)c1COc1ccc(C(=O)OCC(=O)Nc2ccc(S(N)(=O)=O)cc2)cc1,-8,2,4,0.6,0.3,-8,-2,1,4
CSc1ccccc1OCc1cc(C(=O)N2CCN(C3CCCC3)C(=O)C2)no1,14,-2,1,0.1,-0.4,1,-4,-1,14
Cc1ccc(C2(c3ccccc3)NC(=O)N(CC(=O)N3CC(=O)Nc4ccccc43)C2=O)cc1C (stereo not given),-18,3,9,-0.5,-0.5,-10,-2,0,11
CCC(Cc1ccccc1)NC(=O)CN1C(=O)CSc2ncccc21 (stereo not given),8,5,-4,-0.4,-0.5,-7,-6,-3,-1
O=C(O)CNC(=O)/C=C/c1c(Cl)cccc1Cl,-13,-6,-3,-1.6,-0.5,-8,0,-13,8
CCOc1ccc(CCNC(=O)c2sc3nc4n(c(=O)c3c2C)CCC4)cc1,-4,1,3,0.1,-0.2,-5,-2,-6,6
COC(=O)c1cc(S(=O)(=O)N2CCN(c3ccccc3F)CC2)c[nH]1,-3,8,-2,-1.0,0.3,-9,1,10,2
O=C(NCc1ccccn1)c1ccc(OC2CCN(Cc3ccccc3)CC2)cc1,2,-1,-3,0.1,-0.4,-8,-5,5,11
CCCc1cc(-c2n[nH]c(=S)n2CC)cs1,-11,2,-4,-0.8,0.0,0,-1,4,8
CN(C)S(=O)(=O)c1ccc(Cl)c(NC(=O)COC(=O)c2cc(-c3ccccc3)nc3ccccc23)c1,-5,-2,50,-0.4,0.0,-9,0,-3,9
COc1ccc(CN2C(=O)/C(=C/c3ccncc3)SC2=S)cc1,20,-1,18,-0.4,-0.7,-1,-3,0,-4
COc1ccccc1NC(=O)CSc1nnc(NC(=O)C2CCC2)s1,-3,-1,-6,0.0,0.0,-2,-2,-2,9
Cc1ccc(S(=O)(=O)N2CCN(CC(=O)N/N=C/c3ccco3)CC2)cc1,3,-7,-4,-0.3,-0.7,2,-10,3,-1
COc1cccc(OCCn2ccnc2)c1,2,-1,-11,-0.9,0.2,-3,0,-1,5
Cc1cc2cc3c(cc2nc1SCC(=O)N1CCCC1)OCCO3,13,2,0,2.6,0.1,-8,-3,12,12
O=C1CCCc2nc(N3CCN(Cc4ccccc4)CC3)ncc21,-15,-4,22,0.0,-0.2,0,-3,-7,28
O=C(O)CCC(=O)N1CCc2cc(S(=O)(=O)NCc3ccc(Cl)cc3)ccc21,16,-2,-8,0.6,-0.4,6,-7,-12,15
COc1ccc(-c2csc(NC(=O)CSc3nnnn3C)n2)cc1OC,2,2,-2,1.4,0.1,-3,-2,-3,0
COc1ccc2c(C)cc(N3CCN(Cc4ccccc4)CC3)nc2c1,-26,-1,6,1.3,-1.0,-2,-7,1,7
CCN1CCCC1CNC(=O)c1ccc2c(c1)NC(=O)/C(=C\c1ccccc1Cl)S2 (stereo not given),-23,2,-7,-0.1,-0.3,-6,-3,-3,17
CC(C)(C)NC(=O)C(c1ccccc1)n1c(-c2ccc(-c3ccccc3)cc2)nc2ccccc21 (stereo not given),/,0,/,-0.6,-0.9,/,/,6,10
CC(C)(C)c1ccc(/C=N/NC(=S)NCc2ccccc2)cc1,13,-3,19,0.4,-0.6,5,-13,1,-4
Cc1cc(C)c2cc(CN(Cc3ccco3)C(=S)NCC3CCCO3)c(=O)[nH]c2c1 (stereo not given),-127,-1,6,1.2,-0.1,-3,-1,-8,-2
COc1cc(/C=C2\CCCc3c2nc2ccccc2c3C(=O)O)cc(Cl)c1O,5,-5,-1,3.4,-0.6,0,-3,-1,23

# Pulled one by one from the entries so far:
SMILES,PABP1 MLLE inh,MT1-MMP act inh,FAS-TE inh,MsrA inh,Tb MetRS inh,E coli Lon inh,bovine MsrA act,CendR NRP1 mod,SKN-1 inh
COc1ccc2c(C)cc(N3CCN(Cc4ccccc4)CC3)nc2c1,-26,-1,6,1.3,-1.0,-2,-7,1,7
CCOc1ccc(CCNC(=O)c2sc3nc4n(c(=O)c3c2C)CCC4)cc1,-4,1,3,0.1,-0.2,-5,-2,-6,6
CCCc1cc(-c2n[nH]c(=S)n2CC)cs1,-11,2,-4,-0.8,0.0,0,-1,4,8
Cc1noc(C)c1COc1ccc(C(=O)OCC(=O)Nc2ccc(S(N)(=O)=O)cc2)cc1,-8,2,4,0.6,0.3,-8,-2,1,4
Cc1ccc(S(=O)(=O)N2CCN(CC(=O)N/N=C/c3ccco3)CC2)cc1,3,-7,-4,-0.3,-0.7,2,-10,3,-1
COc1cccc(OCCn2ccnc2)c1,2,-1,-11,-0.9,0.2,-3,0,-1,5

# Assay outcomes: PubChem, several laboratories
